PME-1 inh = blocks human protein phosphatase methylesterase 1. recombinant PME-1, FP-Rh probe fluorescence polarization. inhibition, % at 5.9 µM. 320,000 compounds, 0.53% hits. AID 2130;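 active means inhibition above the campaign mean of all compounds plus 3 SD, cut at about 26% in these data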;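 further: competitive labeling of PME-1 active site by serine hydrolase directed probe; 0% = PME-1 with DMSO and 100% = wells lacking PME-1 enzyme; inhibitors block probe labeling so polarization falls and inhibition rises; many of its hits are not listed in these tables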
Bcl-xL primary = inhibitors of human Bcl-xL; inhibition, % at 10.9 µM; AID 2129; 320,000 compounds, 0.7% hits; Q07817; GST-Bcl-xL / FITC-Bim BH3 peptide fluorescence polarization;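 active means inhibition above the mean of all tested compounds plus 3 SD, cutoff set per campaign, cut at about 30% in these data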;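 further: 0% = DMSO wells and 100% = unlabeled Bim-BH3 peptide competitor; inhibitors lower millipolarization by displacing the labeled peptide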
MEX-5 binding = C. elegans MEX-5 TCR-2 RNA binding activity. Q9XUB2. MEX-5/FITC-TCR2 RNA binding, fluorescence polarization; hits give low values. activity score (negative = inhibition of binding), % at 10 µM. 300,000 compounds, 0.38% hits. AID 1832;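 active means inhibition past about -25% in most replicates, and total fluorescence under double the plate's negative control median, limit read from the data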;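 further: 0% = DMSO and -100% = 5 µM competing unlabeled TCR2 RNA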
Target sequence (Q9XUB2 whole entry, looked up): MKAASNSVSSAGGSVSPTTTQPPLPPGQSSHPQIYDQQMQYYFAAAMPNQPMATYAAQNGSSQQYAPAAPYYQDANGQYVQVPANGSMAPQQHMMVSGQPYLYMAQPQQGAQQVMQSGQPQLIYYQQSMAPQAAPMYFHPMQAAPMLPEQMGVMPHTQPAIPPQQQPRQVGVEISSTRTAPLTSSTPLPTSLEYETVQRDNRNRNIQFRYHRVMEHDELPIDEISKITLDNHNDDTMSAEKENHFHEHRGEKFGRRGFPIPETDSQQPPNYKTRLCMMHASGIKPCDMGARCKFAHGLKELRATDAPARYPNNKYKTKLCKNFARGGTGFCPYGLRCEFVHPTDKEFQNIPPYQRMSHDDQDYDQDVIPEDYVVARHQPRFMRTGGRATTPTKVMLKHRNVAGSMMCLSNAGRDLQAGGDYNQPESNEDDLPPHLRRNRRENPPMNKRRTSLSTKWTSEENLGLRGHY
GRK2 inh = human GRK2 inhibition via aptamer displacement; P25098; bead flow cytometry, FAM-aptamer displacement from GRK2; inhibition of aptamer binding, % at 10 µM; 330,000 compounds, 0.59% hits; AID 488847;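 active means inhibition of aptamer binding above 40%, roughly 3 SD of noise, on plates passing a quality check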;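 further: median bead fluorescence of bound FAM aptamer so fluorescent compounds give negative values; no value below 0 was filed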
GLD-1 RNA inh = GLD-1-TGE RNA interaction inhibition (C. elegans); Q17339; purified GLD-1 + fluorescein TGE RNA, fluorescence polarization; inhibition, % at 5.96 µM; 320,000 compounds, 0.44% hits; AID 2280;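 active means percent inhibition above a per-plate cutoff, the plate mean of test compounds plus 3 SD, cut at about 30% in these data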;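 further: 0% = DMSO wells with GLD-1 and probe and 100% = wells lacking GLD-1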
Target sequence (Q17339 whole entry, looked up): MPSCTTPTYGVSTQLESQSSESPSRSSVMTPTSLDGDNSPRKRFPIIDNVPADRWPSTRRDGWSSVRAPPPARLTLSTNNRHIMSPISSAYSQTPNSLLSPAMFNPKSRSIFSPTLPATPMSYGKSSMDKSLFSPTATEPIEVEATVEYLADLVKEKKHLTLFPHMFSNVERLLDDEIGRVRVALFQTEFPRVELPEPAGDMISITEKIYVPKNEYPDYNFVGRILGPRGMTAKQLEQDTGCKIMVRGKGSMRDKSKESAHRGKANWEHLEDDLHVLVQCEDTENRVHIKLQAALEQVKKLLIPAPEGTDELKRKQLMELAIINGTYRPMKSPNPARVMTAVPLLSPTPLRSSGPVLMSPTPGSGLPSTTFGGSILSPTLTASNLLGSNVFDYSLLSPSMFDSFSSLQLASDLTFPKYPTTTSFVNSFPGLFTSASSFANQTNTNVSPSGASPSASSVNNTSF
VLA-4 inh = inhibition in a human VLA-4 binding assay | VLA-4 expressing cells, ligand binding flow cytometry | inhibition, % (about 7 µM as worked out from the volumes in the protocol) | 330,000 compounds, 0.2% hits | AID 2557; in the data active means inhibition above about 50%
Efflux pump mplx = inhibitors of Candida antifungal efflux pumps expressed in yeast; inhibition, % at 10 µM; 330,000 compounds, 0.44% hits; S. cerevisiae Candida pump triplex, Nile Red efflux;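 active means plate passing quality check with inhibition over a set limit, or well fluorescence over plate mean plus 4 SD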;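 further: Nile Red retained in pooled yeast measured as flow cytometry median fluorescence; 0% = buffer negative control and 100% = Enniatin B positive control; higher means more Nile Red kept so more efflux inhibition; some compounds called inactive have numbers as strong as hits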
MCL1 BIM primary = MCL1-BIM-BH3 interaction inhibition (human); Q07820; GST-MCL1 / FITC-Bim-BH3 fluorescence polarization; inhibition, % at 10.9 µM; 320,000 compounds, 0.68% hits; AID 2057;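 active means inhibition above the mean inhibition of all tested compounds plus 3 SD, set per campaign, cut at about 40% in these data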;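 further: 0% = DMSO wells and 100% = unlabeled Bim-BH3 peptide control; higher means more loss of mP so more displacement of Bim peptide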
Fam108B counter = Fam108B inhibition, counter-screen for RBBP9 inhibitors; recombinant Fam108B, FP-Rh probe fluorescence polarization; inhibition, % at 9.51 µM; 300,000 compounds, 0.33% hits; AID 1947;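 active means inhibition above the screen mean inhibition plus 3 SD, computed separately per campaign, cut at about 18% in these data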;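 further: inhibitors lower polarization as less probe binds the enzyme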
Numbers without * were called inactive; nt = not tested or not shown.

Screens in order: Fam108B counter, VLA-4 inh, Efflux pump mplx, MEX-5 binding, GRK2 inh, PME-1 inh, Bcl-xL primary, GLD-1 RNA inh, MCL1 BIM primary
- N#Cc1c(C(F)(F)F)cc(-c2ccccc2)nc1SCc1nc(N)nc(N2CCOCC2)n1
  1, -492, 0.2, -11, 0, -2, -25, -26, -63
- CCOC(=O)N1CCN(c2c(NCCCN(CC)CC)c(=O)c2=O)CC1
  9, -11, -0.1, -1.3, 0, -9, -1, -2, 7
- CC(C)(C)n1nc2c(c1NC(=O)c1cc3ccccc3o1)CS(=O)(=O)C2
  5, 13, -0.1, -2.4, 0, 2, -4, 3, -1
- Cc1cc(C)c(C)c(S(=O)(=O)N2CCC(C(=O)N3CCCC3)CC2)c1C
  nt, 8, 0.1, nt, 0, 5, 3, 5, 3
- C=CCn1c(Cc2cccs2)nnc1SCC(=O)NCc1ccco1
  0, 10, -0.1, 3.5, 6, 3, -4, 3, 4
- N#CCCN1CCN(CCC#N)CC1
  0, 25, 0.0, 5.0, 1, 2, 2, -1, 0
- COc1cc(C)c(NC(=O)C(=S)NCCc2ccccc2)cc1C
  -6, -1, -0.1, 1.4, 0, -1, 2, 2, -2
- CC(C)(C)c1ccc(OC(=O)c2cccnc2)cc1
  -2, 3, 0.1, -3.9, 0, 6, -1, 8, 5
- O=[N+]([O-])c1ccccc1Nc1nc(-c2cccnc2)cs1
  -2, -2, -0.1, -6.1, 0, 8, 1, 3, 5
- COc1cc(C)c(C)cc1S(=O)(=O)N1CCCc2ccccc21
  1, -9, -0.3, 2.4, 1, 1, 2, 3, 8
- Cc1cc(/C=N/NC(N)=O)c(C)n1-c1ccc(F)cc1
  -4, 6, -0.1, 0.5, 0, 0, 5, 3, 12
- NC(=O)CCn1nc(-c2ccccc2)c2ccccc2c1=O
  0, -4, 0.1, 1.5, 4, 0, -1, -9, -1
- COc1ccc(N2CC(C(=O)NC3CCSC3=O)CC2=O)cc1 (stereo unspecified)
  -1, -4, 0.1, -1.4, 0, -2, 2, 4, -4
- CC(C)OCCCNC(=O)CN1C(=O)/C(=C/c2ccccc2)Sc2ccccc21
  -3, 1, -0.8, -0.2, 2, -3, 6, 0, -4
- CC(=O)N(C)c1ccc(NC(=O)/C=C/c2ccccc2Cl)cc1
  -1, 17, 0.1, -2.6, 1, -8, 11, 2, 5

One compound at a time, from the list above.
Record of `COc1cc(C)c(NC(=O)C(=S)NCCc2ccccc2)cc1C` = Fam108B counter = -6; VLA-4 inh = -1; Efflux pump mplx = -0.1; MEX-5 binding = 1.4; GRK2 inh = 0; PME-1 inh = -1; Bcl-xL primary = 2; GLD-1 RNA inh = 2; MCL1 BIM primary = -2
Record of `CCOC(=O)N1CCN(c2c(NCCCN(CC)CC)c(=O)c2=O)CC1` = Fam108B counter = 9; VLA-4 inh = -11; Efflux pump mplx = -0.1; MEX-5 binding = -1.3; GRK2 inh = 0; PME-1 inh = -9; Bcl-xL primary = -1; GLD-1 RNA inh = -2; MCL1 BIM primary = 7

Further entries follow.
Screens in order: Fam108B counter, VLA-4 inh, Efflux pump mplx, MEX-5 binding, GRK2 inh, PME-1 inh, Bcl-xL primary, GLD-1 RNA inh, MCL1 BIM primary
- CSc1nc(-c2ccc(N(C)C)cc2)c(C#N)c(=O)n1C
  -4, 34, 0.2, -12, 0, 4, -6, -152, -11
- COC(=O)c1ccc(CSc2nnc(CS(=O)Cc3ccc(Br)cc3)n2-c2ccccc2)cc1 (stereo unspecified)
  -3, 2, 0.1, 2.4, 0, 1, 7, 5, 5
- CN1CCN(S(=O)(=O)Cc2ccc(Cl)cc2)CC1
  0, 2, -0.1, 0.0, 2, -9, 2, 0, 3
- O=C(NCCc1ccccc1)[C@@H]1CC=C[C@@H]2CCN(Cc3ccccc3)C(=O)[C@@H]21
  4, 9, 0.2, -1.1, 0, 3, 1, 3, -1
- Cc1cccc(N2C(=O)C(O)=C(C(=O)c3cccs3)C2c2ccc(C(C)C)cc2)n1 (stereo unspecified)
  -3, -6, -0.1, 1.4, 2, -4, 9, 3, 5
- O=c1cc(N2CCc3ccccc32)[nH]c(=O)n1-c1ccc(Cl)cc1
  -3, 4, 0.0, 0.7, 0, 6, 1, -5, 2
- COc1ccc(-c2nnc(SCC(=O)Oc3ccc(C)cc3)o2)cc1
  0, 3, 0.0, -2.0, 3, -9, 3, 0, 3
- COc1ccc2[nH]c(=O)c(CN(Cc3nnnn3Cc3ccccc3)CC3CCCO3)cc2c1 (stereo unspecified)
  2, 10, -0.1, 2.0, 1, 9, 5, 6, 5
- COc1ccc(CNC(=O)CS(=O)Cc2nc(-c3ccc(OC)c(OC)c3)oc2C)cc1 (stereo unspecified)
  -1, -14, -0.6, -0.9, 0, -11, 5, 1, 4
- CC1=NN(C(=O)c2ccccc2)C(O)(c2ccc(Br)cc2)C1 (stereo unspecified)
  6, 4, 0.1, -2.1, 4, 2, 5, 1, 7
- Cc1cccc(NC(=O)C2CCN(C(=O)NC3CCCCC3)CC2)c1
  2, 0, 0.1, 1.5, 0, -2, 3, 3, -1
- CCCCNc1nnc(Cc2ccc(Cl)cc2)c(=O)[nH]1
  nt, -3, 0.1, 2.4, 1, nt, nt, nt, nt
- CCN(CC)S(=O)(=O)c1ccc(C(=O)NC2=NCCS2)cc1
  1, 3, -0.2, -0.7, 0, 0, 3, -1, 3
- CN1CCC(=NNC(=O)C(=O)NC(C)(C)C)CC1
  1, 8, 0.1, 1.7, 0, 2, -3, -12, 0
- O=C(Nc1ccccc1N1CCOCC1)C1(c2ccc(Cl)cc2)CCC1
  1, 11, -0.1, 0.2, 3, 1, 8, 0, 4
- Cc1ccccc1N1CCN(S(=O)(=O)N(C)C)CC1
  1, 9, -0.1, 1.2, 0, 5, 8, -2, -3
- CC(C)(C)OC(=O)N1CCN(C(=O)Cn2cc(CCO)nn2)CC1
  3, -7, -0.1, 0.5, 0, 1, 8, 5, 6
- CCOC(=O)CCCNC(=O)CN1C(=O)NC(c2ccccc2)(c2ccccc2)C1=O
  1, 3, 0.0, 0.3, 0, -1, -1, 9, -1
- CCc1cc(/C(Cc2csc(C)n2)=N/O)c(O)cc1O
  11, 6, 0.0, 3.2, 0, 16, 6, -3, 8
- Cc1cc(C)c(OCC(=O)Nc2nnc(-c3ccco3)o2)c(C)c1
  -3, -5, 0.1, 0.5, 1, 4, -1, -4, 8
- CC(=O)N1CCc2cc(S(=O)(=O)NC(C(=O)NCc3ccccc3)C(C)C)ccc21 (stereo unspecified)
  5, 11, -0.1, -0.2, 0, 1, -1, -1, 0
- Cc1ccc(C(=O)OC(C)C(=O)NCc2ccc3c(c2)OCO3)cc1S(=O)(=O)N1CCOCC1 (stereo unspecified)
  nt, -1, 0.9, -0.6, 2, nt, nt, nt, nt
- O=c1c2ccccc2nc2n1C(CSc1ccccc1)CS2 (stereo unspecified)
  1, -5, 0.0, -5.2, 0, -1, 5, 1, -10
- C=CCn1c(SCC(=O)c2ccc(CNC(C)=O)o2)nc2scc(C3CC3)c2c1=O
  1, -5, 0.0, 3.0, 3, -2, -3, -5, 2
- CSCC[C@H](NC(=O)N1C[C@H]2C[C@@H](C1)c1cccc(=O)n1C2)C(=O)Nc1ccc(NC(C)=O)cc1
  2, 0, 0.0, 1.3, 1, -3, 2, -9, -4
- Cc1ccc(-c2nc3cnccn3c2Nc2ccc3c(c2)OCCO3)o1
  2, 1, 0.3, -0.3, 4, 4, 10, -2, 5
- O=C(NCc1ccc2c(c1)OCO2)C(c1ccco1)N(C(=O)c1csnn1)c1ccccc1 (stereo unspecified)
  0, -3, 0.1, -0.4, 0, 4, 6, 11, 6
- COc1ccccc1Cn1c(=O)[nH]c2cccnc21
  1, -9, 0.0, 0.5, 0, -6, 5, 5, 2
- O=C(CCNC(=O)N1CCn2c1nc1ccccc12)NCc1ccc(Cl)cc1
  -1, 10, 0.6, -0.7, 0, 0, 3, -1, 0
- Cc1ccccc1OCCNC(=O)CNC(=O)c1ccccc1O
  0, 4, 0.0, -0.3, 5, -1, 6, -2, 0
- CCC(=O)Nc1ccc2c(c1)nc(CCN1CCN(c3ccccc3)CC1)n2C
  2, -1, 0.0, -2.8, 3, -5, -1, 2, 2
- COc1ccc2nc(NCc3cccnc3)sc2c1
  -2, 12, -0.1, 0.4, 0, 4, 5, 0, 8
- COc1cc(OC)c(C2=Nc3ccc(Br)cc3C(c3ccccc3)N2CC(=O)NN)cc1OC (stereo unspecified)
  -3, 18, 0.1, 0.9, 1, -12, 1, -2, 4
- O=C1COc2ccc(C(=O)COC(=O)c3ccc(S(=O)(=O)C(F)F)cc3)cc2N1
  -1, -11, -0.1, 0.1, 1, 4, -4, 0, -3
- O=C(NCC1CCCO1)c1ccc2c(c1)C(=O)N(C1CCCCC1)C2=O (stereo unspecified)
  -4, 9, 0.0, -0.3, 0, 1, 6, 2, 0
- CC1(C)Oc2ccc(/C=C/C(=O)N3CCOCC3)c(O)c2C(N2CCOCC2)C1O (stereo unspecified)
  1, 18, 0.3, -2.7, 0, 3, 0, 2, 5
- CCc1ccc(/C=C2/SC(=S)N(CCC(=O)NCCCN3CCOCC3)C2=O)cc1
  1, -8, 0.0, -1.7, 0, 1, 3, -3, 8
- O=c1cc2c(nn1Cc1ccc(Cl)cc1)-c1ccccc1CC2
  -2, -1, 0.0, -1.4, 1, -1, 6, -1, -2
- O=C(CCNS(=O)(=O)c1cccs1)NCc1ccccc1
  -1, -1, 0.0, -1.1, 0, 2, -5, 4, 0
- O=C(CN(C(=O)CNC(=O)c1cccs1)c1ccc(F)cc1)NC1CCCC1
  1, 3, 0.1, -0.9, 0, 3, 5, 7, 4
- O=C(Nc1ccccc1)C1=C[C@H](c2ccc(C(F)(F)F)cc2)C[C@H](OCCCCO)O1
  -5, 13, 0.0, -0.2, 0, 4, 3, 5, -2
- C/C=C\C(=O)Nc1cccc(C2=NOC3(C2)C[C@@H](C(N)=O)N(C(=O)c2ccccc2)C3)c1 (stereo partly specified)
  -2, -10, 0.1, -1.6, 0, -3, -1, -1, -4
- CCN(CC)S(=O)(=O)c1cccc(NC(=O)CC2CCCC2)c1
  4, 2, -0.1, 2.1, 3, 4, 3, 5, 3

From PubChem

The list is partial (hit frequency here may not be typical).
